From PubChem
KLF5 inhibitor: KLF5 expression inhibitors, primary screen, DLD-1 cells, luminescence | actives 0.23% (n = 290,000) | DLD-1 KLF5 promoter-luciferase reporter | AID 1700, 2009 | inhibition, % at 5 µM;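 active = inhibition above a per-plate limit of that plate's mean compound inhibition plus 3 SD, cut at about 60% in these data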;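 note: 0% = DMSO wells and 100% = LY294002 at 200 µM; higher means less KLF5 promoter-driven luciferase light; inactives centre near -14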
aSyn 5UTR inh: MLPCN primary screen, SNCA 5' untranslated region; alpha-synuclein 5'UTR reporter, inhibitor activity; inhibition, % (tested at 7.5 µM); actives 0.82% (n = 300,000); AID 1813, 2009; in the data active = inhibition above about 60%; inconclusive = no clear call, values can overlap the other calls;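 note: H4 neuroglioblastoma cells stably carrying SNCA 5'UTR luciferase fusion; 0% = DMSO wells and 100% = positive control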
IEC-6 tox: cytotoxicity in IEC-6 intestinal epithelial cells, primary screen, cytotoxicity control for KLF5 inhibitor project, cell-based, luminescence; inhibition, % at 5 µM; AID 1825, 2009; actives 0.78% (n = 290,000); IEC-6 cytotoxicity, luminescence viability; in the data active = inhibition above about 22%;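 note: 0% = plate median of test compound wells and 100% = cytotoxic reference compound wells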
MrgX1 antag: antagonists of human MrgX1 receptor, primary screen, HEK293 cells, Fluo-4 calcium flux; actives 1.3% (n = 310,000); BAM8-22 antagonism; stronger effect = lower value; B-score at 10 µM;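 active = calcium-response B-score plate-corrected more than 3 library SD below zero, starting fluorescence within 5 deviations, no agonist response on first addition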;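 note: peak minus trough fluorescence over baseline after final BAM8-22 challenge near maximal dose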
TRPC6 activator: mouse TRPC6 channel activators, primary screen, cell-based, HEK293, membrane potential dye. Short transient receptor potential channel 6 (Mus musculus), Q61143. HEK293-TRPC6 membrane potential dye fluorescence; stronger effect = higher value. B-score at 10 µM. actives 0.13% (n = 310,000). AID 2550, 2010;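 active = B-score of the integrated fluorescence ratio above library mean plus 3 SD, and starting fluorescence ratio within library mean plus 5 SD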;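 note: higher score means more depolarization so channel activation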
Target sequence (Q61143 whole entry, looked up): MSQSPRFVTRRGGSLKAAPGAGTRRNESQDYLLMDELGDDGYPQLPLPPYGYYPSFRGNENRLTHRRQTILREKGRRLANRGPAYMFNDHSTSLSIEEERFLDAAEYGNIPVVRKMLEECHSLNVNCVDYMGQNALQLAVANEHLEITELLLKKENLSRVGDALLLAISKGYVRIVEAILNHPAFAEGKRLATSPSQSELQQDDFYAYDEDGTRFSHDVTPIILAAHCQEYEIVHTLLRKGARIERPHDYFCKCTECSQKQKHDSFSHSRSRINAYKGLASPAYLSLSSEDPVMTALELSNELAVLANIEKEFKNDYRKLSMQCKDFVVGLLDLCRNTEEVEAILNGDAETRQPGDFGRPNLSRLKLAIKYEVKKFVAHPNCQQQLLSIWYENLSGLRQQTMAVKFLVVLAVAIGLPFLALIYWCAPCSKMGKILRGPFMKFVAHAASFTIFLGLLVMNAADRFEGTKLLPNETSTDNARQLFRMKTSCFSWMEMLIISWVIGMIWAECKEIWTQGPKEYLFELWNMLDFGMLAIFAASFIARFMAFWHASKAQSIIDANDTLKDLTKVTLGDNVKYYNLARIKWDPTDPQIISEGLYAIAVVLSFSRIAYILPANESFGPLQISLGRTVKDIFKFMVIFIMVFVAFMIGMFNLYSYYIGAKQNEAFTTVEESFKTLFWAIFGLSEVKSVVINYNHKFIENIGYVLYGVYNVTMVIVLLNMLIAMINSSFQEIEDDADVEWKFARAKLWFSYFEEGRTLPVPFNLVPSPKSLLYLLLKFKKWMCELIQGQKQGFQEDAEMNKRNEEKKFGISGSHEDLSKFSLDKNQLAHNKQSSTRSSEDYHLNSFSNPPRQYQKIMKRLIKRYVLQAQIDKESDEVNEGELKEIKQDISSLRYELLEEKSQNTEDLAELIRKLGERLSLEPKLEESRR
SKKanGAS inh: S. pyogenes SKKanGAS growth inhibitors in kanamycin, primary screen, streptokinase expression inhibitor project, SKKanGAS strain, BacTiter-Glo luminescence | 6 h | AID 1662, 2009 | inhibition, % at 7.5 µM | actives 1.3% (n = 300,000);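 active = mean replicate score, as percent of positive control median, at least 50; inconclusive = mean below 50 but one replicate at or above 50; inactive = mean and every replicate below 50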;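 note: strain carries kanamycin resistance gene driven by streptokinase promoter and grows in 40 µg/ml kanamycin; loss of luminescence reflects streptokinase promoter inhibition or plain growth inhibition; 0% = median of DMSO wells and 100% = positive control at its reference dose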
TRPC4 block: inhibitors of mouse TRPC4 channel, primary screen, Fluo4 calcium, HEK293 TRPC4beta/mu-opioid cells; DAMGO-evoked Fluo4 calcium flux; stronger effect = lower value; B-score at 10 µM; actives 0.39% (n = 300,000); AID 2247, 2010;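 active = B-score over 3 SD under the library average, no early fluorescence shift, positive overall ratio signal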
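Assay system – HEK293 line stably carrying TRPC4beta and mu-opioid receptor · Doses – single dose · Detection – Fluo4 calcium-dye fluorescence, kinetic read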
TRPC4 agonist: activators of mouse TRPC4 channel, primary screen, Fluo4 calcium, HEK293 TRPC4beta/mu-opioid cells; Short transient receptor potential channel 4 (Mus musculus), Q9QUQ5; Fluo4 calcium fluorescence; stronger effect = higher value; B-score at 10 µM; actives 0.49% (n = 310,000);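 active = B-score above 5 SD of library B-scores, and initial fluorescence ratio not above library mean plus 5 SD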;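 note: positive B-score marks a calcium rise read as TRPC4 activation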
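Assay system: HEK293 stable line with TRPC4beta plus mu-opioid receptor. Times: dye 45 min RT, read 110 s. Measured by: kinetic Fluo4 calcium fluorescence. Measure: B score of integrated ratio. Controls: assay buffer as low control, maximal DAMGO as high control.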
TRPC4 PAM: positive allosteric modulators of TRPC4, primary screen, cell-based, mouse TRPC4beta, HEK293 mu-opioid, Fluo-4 calcium; AID 2227, 2009; B-score at 10 µM; DAMGO EC20, Fluo-4 Ca2+ flux; stronger effect = higher value; actives 0.42% (n = 310,000); Short transient receptor potential channel 4 (Mus musculus), Q9QUQ5;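 active = B-score of calcium response area above 5 SD of library B-scores, with initial fluorescence ratio within 5 SD of library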;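 note: B-score of integrated fluorescence ratio over time as area under calcium response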
HIF activator: HIF pathway transcriptional activators, primary screen, cell-based, U2OS HRE-luciferase, luminescence. actives 0.32% (n = 300,000). activation, % at 7.5 µM (by protocol). U2OS HRE-luciferase reporter; normalized: DMSO 0%, desferrioxamine 100%. AID 1910, 2009;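 active = mean activation of at least 10% of the iron chelator positive control signal, with at least half of replicates also reaching 10%; inconclusive = mean and replicate majority disagree about reaching 10%; inactive = mean and most replicates under 10%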
TRPC6 inhibitor: mouse TRPC6 channel inhibitors, primary screen, cell-based, HEK293, membrane potential dye. ACh-evoked depolarization; stronger effect = lower value. B-score at 10 µM. actives 1.1% (n = 310,000). AID 2553, 2010;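 active = B-score under library mean minus 3 SD, initial fluorescence not abnormally high, positive integrated signal ratio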;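 note: B-score derived from integrated fluorescence ratio over the kinetic read; more negative B-score means stronger inhibition of depolarization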
Active calls of the source: *; i = inactive; ? = inconclusive; / = no result given.

Sequence of screens: KLF5 inhibitor	aSyn 5UTR inh	IEC-6 tox	MrgX1 antag	TRPC6 activator	SKKanGAS inh	TRPC4 block	TRPC4 agonist	TRPC4 PAM	HIF activator	TRPC6 inhibitor
> Cc1ccc2oc(=O)n(CC(=O)c3ccc(F)cc3)c2c1
    -2	-23	-6	i	i	-2	i	i	i	-0.1	i
> CN1C(=O)/C(=C2/C=CC=CN2C)OC1=S
    -12	2	-2	i	i	0	i	i	i	-0.1	i
> COc1ccc(CCNC(=O)c2cc(-c3ccccc3OC)on2)cc1OC
    3	20	-5	i	i	-6	/	i	i	-0.2	i
> CN1C(=O)/C(=C2\SC(=S)N(CCCCCC(=O)O)C2=O)c2ccccc21
    -30	-67	-1	i	i	2	i	i	i	-0.1	i
> O=C(CCN1C(=O)C2C3C=CC(C3)C2C1=O)Nc1ccc(F)cc1 (stereo unspecified)
    -38	0	-10	i	i	0	i	i	i	-0.3	i
> Cc1ccc(NC(=O)CCn2nnc3ccccc32)cc1
    -79	-84	-3	i	i	-4	i	i	i	2.7	i
> O=c1ccc2cc(O)c(O)cc2o1
    5	-11	-2	i	i	-2	i	i	i	-0.4	i
> CCCCN(CC)S(=O)(=O)c1ccc(C(=O)Nc2nnc(COC)o2)cc1
    -3	8	-5	i	i	12	i	i	i	0.9	i
> CSc1cccc(N2CC(C(=O)Nc3ccccc3N3CCCC3)CC2=O)c1 (stereo unspecified)
    /	-16	/	i	i	5	i	i	i	0.2	i
> CCCc1cc(C(=O)Nc2sc(C)c(CC)c2C#N)no1
    -34	-14	4	i	i	0	i	i	i	0.3	i
> Cc1cccc(NC(=O)CSCC(=O)Nc2sccc2C#N)c1
    /	12	/	i	i	-5	i	i	i	-15	i
> CCCCCCCCCCCCN1[C@@H](CC(C)=O)c2cc(F)cc(F)c2S1(=O)=O
    /	-31	/	i	i	19	/	i	i	-0.1	i
> COc1ccc(C2(c3ccc(OC)cc3)NC(=O)N(CC(=O)Nc3ccc(C(=O)N(C)C)cc3)C2=O)cc1
    -27	5	7	-6.4*	i	3	i	i	i	-0.3	i
> O=C(Nc1nnc(CCN2CCCCC2)s1)c1cccc(Cl)c1
    -25	0	-2	i	i	-4	i	i	i	0.7	i
> CCSc1nnc(NC(=O)COc2ccc(Cl)cc2)s1
    -28	13	-2	i	i	5	i	i	i	0.1	i
> CC(=O)c1cccc(CN2CCC(C(=O)Nc3cccc(-c4ccn[nH]4)c3)CC2)c1
    6	-12	-2	i	i	2	i	i	i	0.4	i
> CCOC(=O)CCCNC(=O)CCNC(=O)c1ccc(OC)cc1
    -17	3	2	i	i	-11	i	i	i	/	i
> COc1ccc(/C=N/Nc2cc(C)nc(N3CCOCC3)n2)cc1OC
    7	-12	0	i	i	-10	i	i	i	2.3	i
> O=C(NC(=S)Nc1ccccc1O)c1cccnc1
    -36	-24	1	i	i	0	i	i	i	-2.6	i
> O=S(=O)(CCN1C=CC(C(F)(F)F)=NCC1)c1ccc(F)cc1
    -10	-20	-7	i	i	8	i	i	i	0.1	i
> O=C(N1CCOCC1)N1CCN(S(=O)(=O)c2cccc([N+](=O)[O-])c2)CC1
    -17	4	2	i	i	-8	i	i	i	0.0	i
> COc1ccc(S(=O)(=O)NCC2CCCN(C(=O)CN3CCCCC3)C2)cc1 (stereo unspecified)
    9	-13	5	i	i	-8	i	i	i	0.3	i
> CSc1nc2c(c(=O)[nH]1)C(c1ccccc1)C1=C(CC(C)(C)CC1=O)N2 (stereo unspecified)
    -7	-12	-1	i	i	5	i	i	i	-0.5	i
> CCCCOC(=O)n1c(=O)oc2ccccc21
    -18	-34	-1	i	i	1	i	i	i	0.7	i
> Cn1cc(S(=O)(=O)NCc2ccc3c(c2)OCO3)c(C(F)(F)F)n1
    0	-11	0	i	i	3	i	i	i	-0.6	i
> Cc1ccc2cc(CN(Cc3ccco3)C(=O)NCc3ccccc3)c(=O)[nH]c2c1C
    19	12	6	i	i	-2	i	i	i	-0.2	i
> Cc1ccc2c(c1)nnn2C1CCN(C(=O)NC23CC4CC(CC(C4)C2)C3)CC1
    -2	18	0	/	i	-17	i	i	i	-0.8	i
> COc1cc(C)nc(NCc2ccccc2)n1
    -65	33	0	i	i	0	i	i	i	-0.5	i
> CCC(C)Nc1nc(N)c([N+](=O)[O-])c(NCc2ccccc2)n1 (stereo unspecified)
    2	65*	4	i	i	13	i	i	i	-1.7	i
> Cc1cc(SCC(=O)N2CCCC2)nc2ccccc12
    7	-19	2	i	i	-21	i	i	i	0.3	i
> CCCCN(C(=O)CCC(=O)Nc1cc(C)on1)C(C(=O)NC(C)(C)CC)c1cccc(OC)c1OC (stereo unspecified)
    1	-6	6	i	i	-2	i	i	i	-0.1	i
> O=C1c2ccccc2C(=O)N1CCSc1nnc(-c2ccco2)n1Cc1ccccc1
    -12	23	3	i	i	-2	i	i	i	0.0	i
> Cc1cc2[nH]c(=S)[nH]c2cc1C
    -28	3	3	i	i	-8	i	i	i	0.1	i
> COc1cc(NC(=O)c2ccc3c(SCC(=O)O)c4c(nc3c2)CCCC4)cc(OC)c1OC
    -24	16	-5	i	i	6	i	i	i	0.4	i
> CCN(C(=O)CN(C)Cc1cccc(Cl)c1Cl)c1c(N)n(Cc2ccccc2)c(=O)[nH]c1=O
    -33	16	5	i	i	1	i	i	i	-0.4	i
> COc1ccc(NC(=O)N2CCN(C(=O)C3CCCO3)CC2)cc1 (stereo unspecified)
    -59	0	-3	i	i	-4	i	i	i	0.2	i
> Cc1noc(C)c1C(=O)Nc1sc(C)c(C)c1C#N
    -24	26	-6	i	i	1	i	i	i	-0.5	i
> COc1ccccc1N1CCN(C(=O)c2cccc(N3C(=O)C4C5C=CC(C5)C4C3=O)c2)CC1 (stereo unspecified)
    -13	-28	-2	i	i	3	i	i	i	0.3	i
> CCOc1nc(-c2ccccc2Cl)ccc1C#N
    -11	17	0	i	i	13	i	i	i	0.9	i
> O=C(NCC1(N2CCCCC2)CCCCC1)c1cccc(NS(=O)(=O)c2ccccc2)c1
    /	-9	/	i	i	?	i	i	i	-0.4	i
> Cn1nnnc1SCC(=O)NC1CCCCC1
    -5	5	3	i	i	-2	i	i	i	-0.2	i
> COCC(=O)N(C)CC1CCCN(CCc2ccccc2OC)C1 (stereo unspecified)
    -1	-3	1	i	i	-1	i	i	i	-16	i
> Cn1c(=O)c(N)c2c3c(c(Br)ccc31)C(=O)c1ccccc1-2
    16	26	4	i	i	18	i	i	i	-0.6	i
> COc1ccc(NC(=O)CSCC(=O)Nc2ccc(S(=O)(=O)N3CCCCC3)cc2)cc1
    -12	-13	4	i	i	-6	i	i	i	0.4	i
> Cc1cc(=O)c2c(C)nn(-c3ccccc3)c2[nH]1
    18	0	7	i	i	0	i	i	i	0.4	i
> CCOCCCNCc1ccc(OCC(=O)N2CCOCC2)c(OC)c1
    -4	-13	-4	i	i	0	i	i	i	-0.2	i
> O=C(Cn1cc([N+](=O)[O-])cn1)N1N=C(C(F)F)CC1(O)C(F)F (stereo unspecified)
    1	19	-8	i	i	0	i	i	i	-0.5	i
> Clc1ccccc1-c1nnn(Cc2ccc(-c3nn[nH]n3)cc2)n1
    -15	8	-1	i	i	4	i	i	i	-0.8	i
> CC(=O)N1CCOc2ccc(S(=O)(=O)Nc3ncccc3C)cc21
    -6	4	-6	i	i	-2	i	i	i	-0.2	i
> O=C(Nc1ccc(Cl)cc1Cl)c1ccc(-c2ccccc2)cc1
    -24	-29	6	i	i	3	i	i	i	0.7	i
> CCN(CC)C(=O)N1CCC(NC(=O)c2ccc(C(C)(C)C)cc2)CC1
    8	15	9	i	i	-4	i	i	i	0.1	i
> CCCOC1(NC(=O)c2ccccc2)C(C)=CC(=O)C=C1C
    -1	-9	8	i	i	-6	i	i	i	-0.6	i
> Cn1ccnc1C(=O)c1cccc(Br)c1
    -34	2	1	i	i	-3	i	i	i	0.4	i
> COc1cccc(-c2nn(C)c3sc(C(=O)NCc4ccccn4)cc23)c1
    -14	-9	3	i	i	-2	i	i	i	0.3	i
> O=C(Nc1nc2n(n1)C(c1ccccc1)C=C(c1ccccc1)N2)c1ccco1 (stereo unspecified)
    -8	15	-5	i	i	10	i	i	i	0.0	i
> O=C(CN1CCN(S(=O)(=O)c2ccc(Cl)cc2)CC1)Nc1ccc(F)cc1F
    -13	-29	3	i	i	6	i	i	i	0.5	i
> O=C1NC[C@H](CC2CCCCC2)N(CC2CCCCC2)C1=O
    /	-4	/	i	i	2	i	i	i	1.5	i
> Cc1cccc(NC(=O)COc2ccc3oc4c(c3c2)CCCC4)n1
    -43	-51	0	i	i	-11	i	i	i	0.4	i
> O=C(CCl)Nc1cn(-c2ccccc2)nc1-c1ccc(F)cc1
    6	-19	-2	i	i	-1	i	i	i	0.4	i
> O=C(Nc1ccccc1N1CCCC1)c1cccc(S(=O)(=O)N2CCOCC2)c1
    /	1	/	i	i	3	i	i	i	-0.2	i

Remaining list, next part.
Sequence of screens: KLF5 inhibitor	aSyn 5UTR inh	IEC-6 tox	MrgX1 antag	TRPC6 activator	SKKanGAS inh	TRPC4 block	TRPC4 agonist	TRPC4 PAM	HIF activator	TRPC6 inhibitor
> CCOC(=O)CN1C(=O)C(=O)N(Cc2c(Cl)cccc2Cl)C1=O
    -19	6	0	i	i	4	i	i	i	-1.6	-5.6*
> O=C(COc1ccccc1F)NCc1nc2ccccc2[nH]1
    -10	8	1	i	i	1	i	i	i	0.0	i
> O=c1[nH]c2ccsc2c(=O)n1-c1ccc(F)c(Cl)c1
    -21	-2	-1	i	i	0	i	i	i	-0.2	i
> CCN(CC)S(=O)(=O)c1ccc(OC)c(NC(=O)c2ccc(OC)c([N+](=O)[O-])c2)c1
    -36	14	3	i	i	2	i	i	i	0.1	i
> Cc1cc(S(=O)(=O)Nc2ccc(F)cc2)c(C)s1
    -24	-14	1	i	i	-1	i	i	i	-0.2	i
> Cn1c2ccc(F)cc2c2ncn(Cc3ccccn3)c(=O)c21
    7	/	7	i	i	-11	i	i	i	/	i
